SIAH1 antagonists: Siah-1 peptide-binding antagonists, primary screen, biochemical, fluorescence polarization, rhodamine-plectin, uHTS (AID 1817); E3 ubiquitin-protein ligase SIAH1 (Homo sapiens); Siah-1 / rhodamine-plectin peptide fluorescence polarization; higher % means a stronger effect; displacement, % at 20 µM; hits with a dose series show IC50 in µM; hit rate 0.02% among 290,000;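 active means displacement of at least 50% at 20 µM, with a fluorescence ratio check between 0.3 and a set limit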;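 further: plate controls were Siah plus tracer with DMSO for no effect and tracer alone without Siah for full effect; strong numbers were not always called active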
PhoP inhibition: inhibitors of PhoP regulon expression, primary screen, Salmonella Typhimurium, GFP reporter (AID 1863); one-dose inhibition, % at 50 µM; IC50 in µM for titrated hits; S. Typhimurium PhoP-regulated promoter GFP reporter, 4 h; higher % means a stronger effect; hit rate 0.16% among 300,000;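 active means inhibition over 29.93%, a cutoff 3 SD above the screen mean, later confirmed by dose response; inconclusive means inhibition over 29.93% but no dose response follow-up; inactive means inhibition at most 29.93% or unconfirmed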;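 further: 0% = low Mg2+ inducing control and 100% = high Mg2+ repressing control; strong numbers were not always called active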
KOR beta-arrestin-1: KOR agonists, beta-arrestin recruitment, primary screen, cell-based, luminescence, uHTS (AID 1777); Kappa-type opioid receptor (Homo sapiens); KOR beta-arrestin recruitment, luminescence; higher % means a stronger effect; activation, % at 10 µM; hits with a dose series show EC50 in µM; hit rate 0.02% among 280,000; in the data active means activation above about 50%, passing the limit was not always enough; further: a part of the inactive calls stands beside numbers as strong as those of hits
KOR beta-arrestin-2: KOR antagonists, beta-arrestin recruitment, cell-based, luminescence, uHTS (AID 1778); Kappa-type opioid receptor (Homo sapiens); KOR beta-arrestin recruitment, luminescence, antagonist mode; higher % means a stronger effect; one-dose inhibition, % at 10 µM; IC50 in µM for titrated hits; hit rate 0.091% among 290,000; further: strong numbers were not always called active
LYP phosphatase: inhibitors of LYP phosphatase, biochemical, fluorescence intensity, uHTS (AID 1779) | hit rate 0.054% among 290,000 | Tyrosine-protein phosphatase non-receptor type 22 (Homo sapiens) | recombinant LYP phosphatase, fluorescence intensity; higher % means a stronger effect | one-dose inhibition, % at 11.5 µM; IC50 in µM for titrated hits;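 further: plate controls were vehicle with enzyme for no effect and no enzyme for full effect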
Myeloid diff MLP: induction of myeloid progenitor differentiation, primary screen, cell-based, flow cytometry, MLPCN library | ER-HoxA9 myeloid progenitors, lysozyme-GFP differentiation | calls only at 10 µM | hit rate 1% among 360,000 | AID 624256, 2012;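 active means normalized GFP-positive differentiation at or above the plate's own cutoff, the solvent-only control mean plus 3 SD; inconclusive means no clear call, values can overlap the other calls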;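 further: cells exposed to compound for four days before flow analysis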
NOD1 NF-kB reporter: NOD1 signaling inhibitors, primary screen, cell-based, luminescence, uHTS (AID 1578). hit rate 1% among 290,000. NOD1-driven NF-kB luciferase reporter cells, luminescence; higher % means a stronger effect. inhibition, % at 4 µM; hits with a dose series show EC50 in µM; in the data active means inhibition mostly above about 36%, no sharp cut-off; inactive means mostly below about 34%;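 further: HEK-293T reporter cells stimulated with the NOD1 agonist gamma-tri-DAP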
HIV peptide binding: inhibitors of HIV fusion peptide binding, primary screen, biochemical, uHTS, fluorescence dequenching (AID 1986); cell-free peptide binding, fluorescence dequenching, 30 min; higher % means a stronger effect; one-dose inhibition, % at 20 µM; IC50 in µM for titrated hits; hit rate 0.3% among 290,000; in the data active means inhibition mostly above about 52%, no sharp cut-off; inactive means mostly below about 76%; further: some results filed as inactive read as strong as hits
NOD2 inhibition: NOD2 signaling inhibitors, cell-based, luminescence, uHTS, HEK293 (AID 1566). HEK293 NOD2/NF-kB luciferase reporter, luminescence; higher % means a stronger effect. inhibition, % at 4 µM, or EC50 in µM where a hit was titrated. hit rate 0.63% among 290,000; further: many of its hits are not listed in these tables
Myeloid diff MLP GFP+ MAC1+ %: second read-out of Myeloid diff MLP, no call of its own (marks repeat the call); GFP+ MAC1+ double positive, %; measured here: differentiation confirmed by MAC1 staining
Active calls of the source: *; i = inactive; ? = inconclusive; nt = not tested or not shown; [ ] = another dose, or the depositor's remark. Unless noted, no stated cut-off is given here; in the data, active means inhibition above about 50%; inactive means the rest. A portion of the library, so the mix of outcomes need not match the whole.

SMILES	SIAH1 antagonists	PhoP inhibition	KOR beta-arrestin-1	KOR beta-arrestin-2	LYP phosphatase	Myeloid diff MLP	Myeloid diff MLP GFP+ MAC1+ %	NOD1 NF-kB reporter	HIV peptide binding	NOD2 inhibition
COc1cc(C(=O)NCc2nnc(SCC(=O)NC3CCCCC3)o2)cc(OC)c1OC	1%	-2%	-2.7%	2%	-3%	i	0.4	-26%	-0.1%	0%
COc1ccc(-c2nnn(CC(=O)N3CCN(c4ccccc4OC)CC3)n2)cc1OC	-8%	15%	-0.5%	-10%[20 µM]	-4%	i	0.5	-3%	-2.1%	-14%
CCOC(=O)c1c(NC(=O)COc2ncnc3ccccc23)sc(C)c1CC	9%	42%	-1.5%	19%	2%	i	0.5	3%	0.2%	19%
CCOC(=O)c1cnc2c(cnn2C)c1NCCCN(C)C	1%	8%	0.5%	-3%	-3%	i	1.5	15%	1.5%	12%
Cn1cc(CNCCCn2ncc3ccccc32)c(-c2ccccc2F)n1	1%	-11%	-1.9%	-2%	-8%	i	0.2	-43%	-0.8%	-1%
CCCn1c(SCC(=O)Nc2sc(C)c(C)c2C#N)nnc1C(C)C	-6%	13%	2.4%	-25%	-2%	i	0.8	-7%	1.3%	-5%
NS(=O)(=O)c1ccc(CCNC(=S)NC2CCCC2)cc1	20%	-2%	-5.5%	4%[20 µM]	-6%	i	0.3	-11%	0.4%	4%
Cc1cc(O)c(-c2cc(C(=O)Nc3ccc(S(=O)(=O)N4CCOCC4)cc3)[nH]n2)cc1C	3%	-7%	0.2%	31%	-2%	i	1.1	-41%	-0.5%	4%
COc1ccc(-n2nc(C(=O)NCC(=O)NCCC3=CCCCC3)c3ccccc3c2=O)cc1	-7%	1%	4.0%	-34%	-2%	i	0.4	23%	-1.1%	-14%
COc1cc2c(cc1OC)C(c1ccco1)CC(=O)N2 (stereo not given)	-1%	15%	-3.5%	6%	-2%	i	2.1	-11%	-2.6%	6%
CCOP(=O)(c1ccc(N(C)C)cc1)C(O)c1ccccc1F (stereo not given)	4%	2%	0.6%	18%	-7%	i	0.7	-6%	0.7%	13%
Cc1cccc(NC(=O)CCS(=O)(=O)c2ccc(Cl)cc2)c1	9%	1%	-2.7%	7%	-10%	i	1.0	-11%	2.4%	12%
COC(=O)C(C(=O)OC)c1ccc(NC(=O)c2cccc(Cl)c2)cc1	-2%	-2%	-2.0%	-47%[20 µM]	-7%	i	0.3	-21%	0.8%	0%
CCCCCCCC(=O)N/N=C/c1ccco1	1%	8%	0.5%	0%	-6%	i	0.3	8%	2.7%	5%
CCOC(=O)c1c(C)[nH]c(C2=NNC(=Nc3ccccc3OC)SC2)c1C	-10%	11%	-1.7%	32%	1%	i	0.4	-54%	-1.7%	-73%
CCOc1ccccc1NC(=O)c1cc(S(=O)(=O)N2CCC3(CC2)OCCO3)ccc1F	1%	-9%	-0.6%	30%	-2%	i	6.5	2%	2.4%	20%
C=CCc1c(C)[nH]c2ccc(C)cc2c1=O	0%	15%	2.7%	-7%	0%	i	1.0	-20%	1.0%	-28%
O=C(Nc1cccc(Cl)c1)Nc1ccccc1C(=O)O	1%	-2%	nt	9%	-6%	i	0.4	-4%	8.6%	-105%
Cc1cc(C)c2c(N)c(C(=O)Nc3ccccc3Br)sc2n1	-7%	1%	14%	-206%[20 µM]	-3%	i	0.2	-40%	-0.9%	0%
CCN(C(=O)c1cc(S(=O)(=O)N2CCCCC2)c[nH]1)c1ccc(OC)cc1	5%	nt	-3.2%	6%[20 µM]	-10%	i	2.6	-20%	1.9%	27%
Cn1c(=O)c2[nH]c(N=NNc3ccccc3F)nc2n(C)c1=O	1%	-8%	-0.7%	40%	-6%	i	1.0	3%	-1.0%	-56%
COc1ccc(C(=O)NC2CC3CCCC(C2)N3Cc2ccccc2)c(OC)c1 (stereo not given)	-2%	2%	5.3%	12%	-7%	i	0.9	-6%	2.5%	-3%
O=C(O)c1ccc(-c2nnc(-c3ccccc3)o2)cc1	2%	-2%	1.6%	-15%	-7%	i	0.5	1%	2.1%	-67%
OCC[C@@H]1C[C@H](O)[C@@H](O)[C@@]2(CCc3ccccc3CO2)O1	0%	-2%	nt	-10%[20 µM]	-8%	i	1.3	0%	-1.9%	11%
N#CCC(=O)Nc1cc(C(F)(F)F)ccc1N1CCOCC1	3%	-8%	-1.7%	10%[20 µM]	-6%	i	0.4	-20%	0.9%	17%
O=C(Cc1nn[nH]n1)NCCC1=CCCCC1	5%	6%	-3.4%	39%	-4%	i	1.0	-22%	-1.8%	6%
Cc1cc(C)nc(-n2nc(C)cc2NC(=O)CNC2CCCCC2)n1	0%	-1%	-2.9%	15%	5%	i	0.6	2%	1.9%	3%
CN(Cc1ccccc1)C(=O)CCNS(=O)(=O)c1ccc2c(c1)oc(=O)n2C	2%	12%	-2.0%	6%	-2%	i	1.0	-12%	8.1%	4%
O=C(NCCCCc1ccccc1)C1CC(c2cccc([N+](=O)[O-])c2)=NO1 (stereo not given)	4%	7%	-5.4%	23%	2%	i	2.0	20%	5.7%	12%
Cc1ccc(C)c(NC(=S)N2CCCCCC2)c1	-4%	1%	11%	18%	-4%	i	1.3	-19%	-0.6%	18%
CC1CCC(NC(=O)CCn2ccc3cc(S(=O)(=O)N4CCCC4)ccc32)CC1 (stereo not given)	-1%	5%	1.8%	-29%	-8%	nt	nt	-6%	-0.1%	-2%
CC(C)OCCCNc1ncnc2c1nc1n2CCCC1	19%	-5%	2.0%	-7%	2%	i	0.6	-5%	0.0%	2%
O=C(N[C@@H](Cc1ccc(O)cc1)C(=O)O)c1ccc(C(F)(F)F)cc1	1%	-5%	0.1%	-2%	-8%	i	2.0	-33%	-0.7%	-8%
C#CCOCCOCCOCCNc1nc(N2CCN(C(=O)[C@H]([C@@H](C)CC)n3cc(CCCN=C(N)N)nn3)CC2)nc(N2CCN(C(=O)[C@H](CCCCN)n3cc(CCCC)nn3)CC2)n1	-5%	3%	0.1%	5%	-2%	i	1.1	-41%	0.7%	13%
O=C1NC2c3ccccc3C(=O)N2c2c1cnn2-c1ccccc1 (stereo not given)	12%	3%	-4.8%	9%	-5%	i	0.6	-1%	4.1%	7%
Cc1cc(=O)[nH]c(-c2ccccc2)n1	5%	0%	-0.1%	-20%	-13%	i	0.2	0%	-3.9%	4%
O=c1[nH]c2ccccc2[nH]c1=O	0%	-8%	1.9%	34%	-7%	i	0.1	4%	-0.3%	17%
CC(C)Oc1cccc(C(=O)NC(=S)NCc2cccnc2)c1	8%	1%	5.2%	-12%	-6%	i	0.6	-9%	-1.2%	16%
CCN(CC1CCCN(CCc2cccc(F)c2)C1)C(=O)c1cc2ccccc2o1 (stereo not given)	2%	-1%	1.6%	35%	-11%	i	1.6	-11%	2.6%	-14%
c1ccc(-c2nnc3ccc(N4CCC5(CC4)OCCO5)nn23)cc1	4%	-9%	-0.2%	8%	-6%	i	0.6	-44%	-1.0%	8%
CC(=O)C1C(c2ccc(OC(F)F)cc2)NC(=O)NC1(O)C(F)(F)F (stereo not given)	-2%	0%	-9.1%	27%	-13%	i	1.0	-10%	-3.9%	5%
Cc1ccc(CNC(=O)c2ccc3c(=O)c(O)c(-c4ccc(C)cc4)[nH]c3c2)cc1	10%	-5%	0.7%	14%	-13%	i	1.5	2%	0.6%	46%
Cc1ccc(Oc2cc(-n3nc(C)cc3C)ncn2)cc1	7%	-4%	-0.9%	-13%	2%	i	0.3	-34%	2.7%	3%
CN(CC1CCOCC1)C(=O)CC1C(=O)NCCN1Cc1ccc(F)c(F)c1 (stereo not given)	0%	-3%	-0.5%	23%	-8%	i	1.2	-23%	0.9%	5%
CC1(C)CC(=O)C2=C(C1)OC(N)=C(C#N)[C@@]21C(=O)N(CC(N)=O)c2ccccc21	2%	-5%	-4.6%	20%	-2%	i	1.9	-14%	-1.4%	12%
O=C(NCc1ccncc1)C1CCN(C(=O)c2cccc(Cl)c2)CC1	4%	1%	-3.9%	23%	-1%	i	0.7	-21%	-1.5%	11%
CCNC(=O)CSc1nnc(-c2cccc(S(=O)(=O)N(CC)CC)c2)n1CCc1ccccc1	4%	-12%	3.8%	-15%	-3%	i	0.5	-51%	1.7%	-18%
Cc1ccc([C@H]2C(C#N)=C(N)Oc3cc(C)oc(=O)c32)o1	-3%	3%	1.1%	-39%	-4%	i	0.2	-4%	-0.7%	18%
CCOC(=O)Cc1csc(NC(=O)c2ccc(S(=O)(=O)N3CCOCC3)cc2)n1	-3%	-2%	-1.6%	-12%	-3%	i	0.9	-19%	0.2%	11%
CN(Cc1nc2ccc(Cl)cc2[nH]1)Cc1nc(-c2cnccn2)no1	-8%	-8%	2.1%	20%	-7%	i	0.4	-2%	-1.6%	0%
CCCCn1c(SCC(=O)c2ccc(OCC)cc2)nc2cc(S(N)(=O)=O)ccc21	1%	-6%	-4.2%	-24%	-2%	i	1.0	-7%	-0.3%	17%
COc1ccccc1CNC(=O)COc1ccccc1OC	-4%	-6%	-2.4%	-9%	-5%	i	1.4	-11%	-2.1%	19%
COc1ccc(Cn2c(SCc3cc(C)ccc3C)nc3cc(OC)c(OC)cc3c2=N)cc1	-3%	-2%	0.4%	-52%	-13%	?	nt	20%	-5.0%	9%
COc1ccccc1NC(=O)NNC(=O)CCc1ccccc1	2%	0%	-4.8%	3%	-7%	i	0.8	-20%	0.9%	0%
CCOc1ccccc1N1CCN(C(=O)c2ccccc2SCC(=O)N2CCCC2)CC1	0%	9%	-1.3%	11%	-10%	i	5.2	-27%	-1.5%	17%
Cc1nnn(-c2nonc2N)c1C(=O)NNC(=O)c1ccc(Cl)c(Cl)c1	1%	3%	-6.5%	-1%	-7%	i	0.2	3%	-3.2%	18%
O=C(CSc1oc(-c2ccc(F)cc2)nc1S(=O)(=O)c1ccccc1)NCC1CCCO1 (stereo not given)	15%	-5%	-0.4%	-20%	0%	i	1.3	-7%	-0.6%	15%

Sorted by count of non-hydrogen atoms (ascending): some entries from above.
SMILES	SIAH1 antagonists	PhoP inhibition	KOR beta-arrestin-1	KOR beta-arrestin-2	LYP phosphatase	Myeloid diff MLP	Myeloid diff MLP GFP+ MAC1+ %	NOD1 NF-kB reporter	HIV peptide binding	NOD2 inhibition
Cc1cc(C)c2c(N)c(C(=O)Nc3ccccc3Br)sc2n1	-7%	1%	14%	-206%[20 µM]	-3%	i	0.2	-40%	-0.9%	0%
CCOC(=O)c1c(NC(=O)COc2ncnc3ccccc23)sc(C)c1CC	9%	42%	-1.5%	19%	2%	i	0.5	3%	0.2%	19%
CCN(CC1CCCN(CCc2cccc(F)c2)C1)C(=O)c1cc2ccccc2o1 (stereo not given)	2%	-1%	1.6%	35%	-11%	i	1.6	-11%	2.6%	-14%

Bioassay records deposited in PubChem by several laboratories.
